Compound activity as filed in PubChem BioAssay.
GPR55 activation: GPR55 agonists via beta-arrestin recruitment, primary screen, imaging, U2OS cells, beta-arrestin-GFP redistribution (AID 1961). one-dose activation, % at 10 µM; EC50 in µM for titrated hits. 290,000 tested, 0.048% active. G-protein coupled receptor 55 (Homo sapiens). U2OS GPR55 beta-arrestin-GFP redistribution imaging; higher % means a stronger effect;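 active = activation above 40% with more than 50 cells counted in the well; inconclusive = wells holding fewer than 50 cells, flagged as toxic or sparse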;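 note: U2OS osteosarcoma cells stably expressing GPR55 and beta-arrestin-GFP; plate controls were DMSO negative control for no effect and LPI positive control for full effect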
GPR55 LPI antagonism: GPR55 antagonists blocking LPI-driven arrestin recruitment, primary screen, imaging, U2OS, beta-arrestin-GFP, LPI agonist (AID 2013); U2OS GPR55 beta-arrestin-GFP translocation imaging, LPI antagonism; higher % means a stronger effect; G-protein coupled receptor 55 (Homo sapiens); 290,000 tested, 0.13% active; inhibition, % at 10 µM, or IC50 in µM where a hit was titrated;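 active = spots per cell inhibited over 60%, with over 100 cells counted and total cytoplasm intensity under 500,000; inconclusive = wells with under 100 cells, flagged as likely toxic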;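 note: U2OS cells stably carrying GPR55 and arrestin-GFP stimulated by 5 µM LPI near EC80; imaged beta-arrestin-GFP aggregate spots per cell after agonist stimulation; plate controls were LPI-stimulated DMSO wells for no effect and DMSO wells without LPI for full effect; some results filed as inactive read as strong as hits; confirmed hits need IC50 under 10 µM and bright autofluorescent wells are also inconclusive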
NTR1 agonist: agonists of NTR1, primary screen, imaging, U2OS cells, beta-arrestin-GFP, high content (AID 493036) | NTR1-U2OS beta-arrestin-GFP spot imaging, agonist mode | activation, % at 20 µM | Neurotensin receptor type 1 (Homo sapiens), P30989 | 330,000 tested, 0.17% active;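 active = activation at or above 40% of the spot to cytoplasm intensity ratio, with at least 20 cells analyzed; inconclusive = wells under 20 cells, flagged as cytotoxic or low count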;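 note: 0% = DMSO without peptide and 100% = 100 nM NTR1 peptide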
Target sequence (P30989 whole entry, looked up): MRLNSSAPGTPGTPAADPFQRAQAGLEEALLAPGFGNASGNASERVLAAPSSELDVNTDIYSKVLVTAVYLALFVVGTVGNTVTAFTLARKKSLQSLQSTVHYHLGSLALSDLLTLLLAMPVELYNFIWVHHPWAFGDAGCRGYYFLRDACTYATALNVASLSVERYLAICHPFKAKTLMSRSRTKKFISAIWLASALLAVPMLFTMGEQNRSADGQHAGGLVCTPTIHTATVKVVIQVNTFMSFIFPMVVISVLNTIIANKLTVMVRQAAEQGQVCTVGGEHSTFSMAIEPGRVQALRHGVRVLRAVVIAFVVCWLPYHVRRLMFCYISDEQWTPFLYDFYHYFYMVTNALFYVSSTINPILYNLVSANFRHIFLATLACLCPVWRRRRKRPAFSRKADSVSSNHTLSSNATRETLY
GPR35 arrestin U2OS: GPR35 antagonists blocking zaprinast-driven arrestin recruitment, primary screen, imaging, U2OS, beta-arrestin-GFP, zaprinast agonist (AID 2058). G-protein coupled receptor 35 (Homo sapiens). U2OS GPR35 beta-arrestin-GFP translocation imaging, zaprinast antagonism; higher % means a stronger effect. inhibition, % at 10 µM; hits with a dose series show IC50 in µM. 290,000 tested, 0.052% active;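 active = inhibition of at least 50% with at least 30 cells and total cytoplasm GFP at most 10,000,000; inconclusive = under 30 cells or total GFP of 10,000,000 plus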
NS5 inhibitors: Dengue-2 NS5 methyltransferase inhibitors, primary screen, biochemical, confirmation dose response (AID 588689) | Dengue-2 NS5 methyltransferase capping enzyme assay, biochemical; higher % means a stronger effect | inhibition, % at 25 µM; hits with a dose series show IC50 in µM | 340,000 tested, 0.3% active; in the data active = a potency from the dose series; inconclusive = inhibition above about 29% without an active follow-up result
Yfh1-depleted yeast: enhancers of respiration in Yfh1-depleted yeast, dose response, Friedreich's ataxia, plus single-dose screen (AID 1465); S. cerevisiae Yfh1-off respiration, WST-1 reduction, 72 h; higher fold induction means a stronger effect; fold induction at 50 µM; hits with a dose series show EC50 in µM; 220,000 tested, 0.074% active;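 active = fold induction of absorbance versus untreated yeast above a set limit, then at least 30% activation at any dose in follow-up; inconclusive = repeats straddling the limit, or above it without dose testing; inactive = fold induction below the set limit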;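 note: activators that raise dye reduction in frataxin-depleted yeast; strong numbers were not always called active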
Large T inhibition: SV40 large T antigen inhibitors, biochemical (AID 1903). SV40 large T antigen ATPase/helicase inhibition assay; higher % means a stronger effect. one-dose inhibition, % at 20 µM; IC50 in µM for titrated hits. 310,000 tested, 0.39% active; in the data active = a potency from the dose series; inconclusive = inhibition mostly from about 32% at the one dose, without a potency; inactive = the rest, 99 in 100 with inhibition below about 32%; note: strong numbers were not always called active
AID2073: inhibitors of Mint1-CaV2.2 protein interaction, biochemical, HTRF (AID 2073) | HTRF protein-protein interaction, Mint1-CaV2.2; higher % means a stronger effect | Voltage-dependent N-type calcium channel subunit alpha-1B (Homo sapiens) | inhibition, % at 20 µM, or IC50 in µM where a hit was titrated | 290,000 tested, 0.19% active; in the data active = inhibition mostly above about 51%, no sharp cut-off; inconclusive = no clear call, values can overlap the other calls; inactive = mostly below about 53%; note: some results filed as inactive read as strong as hits
Rac1 GTP hydrolysis: MgcRacGAP GTPase-activating activity inhibitors, confirmation, biochemical, ADP Hunter fluorescence; Rac GTPase-activating protein 1 (Homo sapiens); MgcRacGAP-stimulated Rac1 GTP hydrolysis, ADP Hunter fluorescence; higher % means a stronger effect; GST-tagged Rac1 F28L mutant substrate; inhibition, % at 30 µM, or IC50 in µM where a hit was titrated; 340,000 tested, 0.6% active; AID 624330, 2012;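 active = first-screen hits whose inhibition reached a set limit at any dose in the follow-up dose series; inconclusive = inhibition above the set first-screen limit but never retested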;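 note: fluorescence reports GDP produced by GAP-driven GTP hydrolysis; strong numbers were not always called active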
NTR1 agonist cell count 20 µM: second read-out of NTR1 agonist, no call of its own (marks repeat the call); cell count; measured here: cell count, cytotoxicity flag
NS5 inhibitors pilot replicate: second read-out of NS5 inhibitors, no call of its own (marks repeat the call); inhibition, %; measured here: pilot screen replicate inhibition
* = called active by the depositor; i = inactive; ? = inconclusive; · = no result given. Outcome played no part in choosing rows; about 1.7% have a hit in one of these screens.

SMILES | GPR55 activation | GPR55 LPI antagonism | NTR1 agonist | NTR1 agonist cell count 20 µM | GPR35 arrestin U2OS | NS5 inhibitors | Yfh1-depleted yeast | Large T inhibition | AID2073 | Rac1 GTP hydrolysis | others
CCOc1ccc2nc(NC(=O)Cc3cccs3)sc2c1 | 0.3% | 12% | 2.6 | 68 | -2% | -6% | i | 7% | 11% | -3%
CC(CC(=O)O)CC(=O)N1CCN(S(=O)(=O)c2cccs2)CC1 (stereo not drawn) | 0.0% | 15% | -0.1 | 38 | -11% | -2% | · | 26% | 5% | 8%
COc1cc2c(c(OC)c1CC=C(C)C)C[C@H](c1ccc(O)cc1O)CO2 | · | · | 8.5 | 90 | · | -8% | i | 11% | · | 2%
COc1cc(N)ccc1-c1cc2ccccc2oc1=O | -0.1% | 3% | 0.1 | 53 | 26% | -8% | · | 14% | 1% | 3% | NS5 inhibitors pilot replicate=-5.5
Cc1ccc(C(OCC(O)CNC(C)c2ccccc2)c2ccccc2)cc1 (stereo not drawn) | 0.2% | 30% | 15 | 63 | -8% | -7% | i | 8% | 0% | 21%
O=C(COc1cccc(C(F)(F)F)c1)Nc1ccc2[nH]ncc2c1 | -0.1% | -2% | 0.7 | 79 | 7% | -3% | · | 6% | -5% | -5%
CCCCn1c(SCC(=O)N(CC)C2CCS(=O)(=O)C2)nc2cc(S(N)(=O)=O)ccc21 (stereo not drawn) | 1.7% | 10% | -1.8 | 44 | -22% | 2% | i | -11% | -1% | 1%
COc1ccc(-n2nc(C(=O)Nc3ccc(OC)c(OC)c3)c3c4ccccc4n(C)c3c2=O)cc1 | -0.2% | 8% | 2.7 | 88 | -3% | -6% | i | 5% | 46% | -1%
c1cc2cn[nH]c2cc1NC1CCCCCC1 | 0.3% | 7% | 3.1 | 44 | -50% | -13% | i | 19% | 8% | 11%
Cc1cc(C)nc(NC(=O)c2cccs2)c1 | -0.2% | 10% | -0.5 | 61 | 4% | -5% | · | 1% | 0% | 3%
COc1cc(NC(=O)CN2CCCCC2)c(C)cc1[N+](=O)[O-] | -0.1% | 11% | 1.2 | 58 | 17% | 1% | i | 27% | -15% | 15%
CCCC(=O)Nc1sc(C)c(-c2ccc(OC)cc2)c1C#N | 0.3% | 2% | -0.1 | 62 | -18% | 5% | i | 15% | 38% | 10%
Cc1ccc(NC(=O)CSc2nc3[nH]ncc3c(=O)[nH]2)cc1 | 0.2% | 4% | -2.9 | 36 | -5% | -8% | i | 11% | 9% | 8%
COc1ccc(-n2nc(C(=O)NCC(=O)Nc3cc(OC)c(OC)c(OC)c3)c3ccccc3c2=O)cc1OC | -0.2% | -2% | 2.2 | 52 | -12% | -3% | · | 10% | 7% | 6%
COc1cc(N=C2C(=O)N3CCCc4cccc2c43)cc(OC)c1 | 0.5% | 16% | 1.6 | 46 | -14% | -4% | i | 11% | -18% | 7%
COc1ccc(NC(=O)CSc2nnc3ccc(-c4ccccn4)nn23)cc1OC | · | · | -0.2 | 85 | · | 1% | · | 5% | · | 0%
CC(=O)c1ccc(N2C(=O)[C@@H]3C(CCC(N)=O)NC4(C(=O)Nc5c4ccc(Cl)c5C)[C@@H]3C2=O)cc1 (stereo partly drawn) | 0.3% | -11% | -1.4 | 84 | 4% | 0% | i | 2% | 9% | 13%
CCCCC(C(=O)N/N=C/c1ccccn1)C(=O)N/N=C/c1ccccn1 | -0.1% | 6% | -0.8 | 31 | 16% | 5% | i | 24% | -7% | 6%
O=C(NCCCO)c1cc2c(cn1)[nH]c1ccccc12 | 0.0% | 4% | -0.1 | 90 | -11% | -6% | · | 1% | 6% | 12%
CCN(Cc1ccccc1)Cc1nc(CCc2ccccc2)no1 | -0.1% | 4% | 2.6 | 55 | -1% | -6% | i | 6% | -4% | 10%
CSc1ccc(/C=C(\C(=O)O)c2ccc(S(=O)(=O)N3CCCCC3)s2)cc1 | 0.2% | 0% | 1.1 | 80 | -5% | 18% | i | 24% | 20% | 0%
NS(=O)(=O)c1ccc(NS(=O)(=O)/C=C/c2ccccc2)cc1 | 0.0% | 9% | -0.1 | 45 | -21% | 3% | i | 0% | -2% | 2%
Cc1nc(CN2CCN(C(=O)c3ccc(C(C)(C)C)cc3)CC2)cs1 | -0.2% | 10% | -2.5 | 48 | 8% | 0% | i | 6% | -3% | 0%
C[C@@H](NC(=O)[C@@H]1Cc2ccccc2CN1C(=O)OC(C)(C)C)C(=O)NCc1ccco1 | -0.1% | -32% | 0.4 | 49 | -6% | 0% | · | -11% | 29% | -6%
CC1(c2ccc(OC(F)F)cc2)NC(=O)N(CC(=O)Nc2ccc(N3CCCCC3)cc2)C1=O (stereo not drawn) | · | · | 3.5 | 54 | · | 1% | · | 3% | · | 8%
(cont.)
SMILES | GPR55 activation | GPR55 LPI antagonism | NTR1 agonist | NTR1 agonist cell count 20 µM | GPR35 arrestin U2OS | NS5 inhibitors | Yfh1-depleted yeast | Large T inhibition | AID2073 | Rac1 GTP hydrolysis | others
Cc1noc(NS(=O)(=O)c2ccc(N3Cc4ccccc4C3=O)cc2)c1C | -0.1% | 1% | -0.5 | 54 | 7% | 1% | i | 22% | -6% | 13%
CCOC(=O)c1c[nH]c(=O)c(Br)c1O | -0.3% | 17% | 0.6 | 67 | 5% | 1% | i | 11% | 4% | 5%
Brc1c(CSc2nnc(-c3ccco3)o2)nc2ccccn12 | -0.3% | -21% | -0.8 | 49 | 7% | 4% | i | 8% | -5% | 17%
Cc1noc(C)c1C(=O)N1CCC(CO)(Cc2ccccc2)CC1 | -0.2% | 7% | 5.7 | 45 | 19% | -2% | i | 20% | 6% | 4%
CN1CCN(C(=S)NC(=O)c2ccc(Cl)cc2)CC1 | -0.2% | 0% | -0.3 | 108 | 0% | 2% | i | 28% | 13% | -6%
COC(=O)c1c(NC(=O)COC(=O)CCc2ccc(S(=O)(=O)N3CCOCC3)cc2)sc2c1CCC2 | -0.2% | 1% | 5.6 | 31 | 5% | -4% | i | 11% | 17% | -4%
CCCNC(=O)c1ccc(SCC(=O)N(CC)CC)c([N+](=O)[O-])c1 | 0.1% | 10% | 1.9 | 45 | 6% | 4% | i | 7% | 10% | -6%
Cc1cc(C)c(NC(=O)Cn2c(=O)n(Cc3ccco3)c(=O)c3ccccc32)c(C)c1 | -0.1% | 16% | 0.2 | 43 | -1% | -11% | i | 17% | -7% | 1%
CC(C)(C)NC(=O)C(c1ccncc1)N(C(=O)Cn1nnc(-c2cccs2)n1)C1CCCCC1 (stereo not drawn) | 1.0% | 6% | -0.7 | 73 | -6% | -6% | i | -2% | 5% | 8%
COC(=O)c1cc(S(=O)(=O)NCCc2cccc(C)c2)cn1C | -0.1% | -14% | 0.1 | 46 | 2% | 1% | · | 5% | 3% | 8%
Cc1cccc(N2CCN(C(=O)CCNS(=O)(=O)c3cccs3)CC2C)c1 (stereo not drawn) | -0.2% | -6% | 0.2 | 44 | -11% | -21% | · | 24% | 6% | 4%
C1=CC2CC1CC2CNCc1ccco1 (stereo not drawn) | 0.5% | 5% | 0.4 | 92 | -3% | -4% | i | 5% | -9% | 2%
CC(C)=CCN1CCN(Cc2ccc(C#CC(C)(C)O)s2)CC1CCO (stereo not drawn) | -0.2% | 7% | 0.6 | 90 | 20% | 11% | i | 6% | -5% | -2%
O=C(Cc1ccccc1)c1ccc2c(c1)OCCO2 | -0.1% | 13% | 1.0 | 47 | 3% | -5% | i | 18% | 2% | 2%
CC(NC(=O)COC(=O)C1CCN(S(=O)(=O)c2ccccc2C(F)(F)F)CC1)c1ccccc1 (stereo not drawn) | -0.3% | 4% | -1.2 | 67 | 4% | 0% | i | 2% | 44% | 9%
Cc1noc(C)c1S(=O)(=O)N1CCCC(C(=O)NCCC2=CCCCC2)C1 (stereo not drawn) | 0.0% | 14% | -0.5 | 57 | 16% | 0% | i | 3% | -2% | 2%
Fc1ccc(Nc2nc3ccccc3s2)cc1 | 0.5% | -12% | 5.5 | 37 | -5% | -5% | i | 10% | 4% | 7%
C[C@]12C(=O)N(c3ccc(Cl)cc3)C(=O)N1[C@H]1c3ccccc3OC[C@@H]1[C@H]2c1ccccc1 | 0.4% | 7% | -2.2 | 105 | 8% | -1% | · | 20% | 26% | 9%
N=c1c(C(=O)NCc2ccco2)cc2c(=O)n3ccccc3nc2n1Cc1ccccc1 | 0.2% | 22% | 4.3 | 57 | 1% | 6% | i | 29% | 32% | 2%
COc1ccc(Cl)c2sc(N3CCN(C(C)=O)CC3)nc12 | -0.3% | 7% | -0.6 | 50 | 8% | -4% | · | 17% | 18% | -1%
Cn1cc(/C=C2\SC(=O)NC2=S)c2ccccc21 | 0.2% | 1% | -1.7 | 35 | -12% | ? | i | 6% | 29% | 1%
COc1ccccc1C(=O)NCCC(=O)NCCOc1ccccc1 | -0.1% | 4% | -0.9 | 55 | 9% | -5% | · | -3% | 10% | 5%
O=C(CC(=O)N/N=C/c1ccccc1)NCc1ccccc1 | -0.1% | -6% | -1.0 | 21 | 3% | 0% | i | 4% | 2% | 8%
CC1CCCC(NC(=O)CSc2nnnn2C)C1C (stereo not drawn) | 0.7% | -6% | -0.4 | 42 | 9% | -4% | i | 14% | -7% | 0%
CC(C)S(=O)(=O)c1cnc(N2CCOCC2)nc1N | 1.9% | -6% | -1.5 | 39 | -2% | 4% | i | 8% | 34% | 11%
CCOC(=O)N1CCC(c2[nH][nH]c(=O)c2C)CC1 | -0.1% | 4% | -1.7 | 76 | 1% | -1% | i | 18% | 43% | -2%
Clc1ccc(C2CC(c3cccs3)n3ncnc3N2)cc1 (stereo not drawn) | 0.6% | -10% | 1.0 | 39 | 0% | · | i | 4% | 2% | ·
O=C(COC(=O)Cn1cnc2ccccc21)NCCc1ccccc1 | -0.2% | 2% | 1.2 | 66 | -4% | 6% | i | 0% | 3% | 10%
Cc1nn(C)cc1CNC(=O)c1cnn2c(C(F)F)cc(C3CC3)nc12 | -0.1% | -6% | 0.0 | 75 | -7% | -15% | i | 2% | 7% | 8%
